ASAP1 inh: inhibitors of human ASAP1 ArfGAP activity; Q9ULH1; ASAP1-stimulated ARF1 GTP hydrolysis, GDP FP detection; inhibition, % at 16.5 µM; 0.19% of 360,000 active; AID 624377; in the data active = inhibition above about 25%;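 also: 0% = vehicle with enzyme and substrate and 100% = no enzyme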
Tn7 DDE FP: inhibitors of Tn7 peptide binding to human fibrin DD(E). 0.13% of 370,000 active. inhibition, % at 8.3 µM. P02675. FP displacement of FITC-Tn7 peptide from fibrin DD(E); 0% = median of compound wells per plate;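 active = inhibition above the mean of compounds falling within the control limits plus 3 SD of them, cut at about 14% in these data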;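 also: 0% = plate median of compound wells and 100% = 10 µM Aha-Tn7 peptide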
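Assay system: Fibrin-DD(E) protein isolated from polymerized human fibrin clots; read-out basis: percent inhibition; medium: Tris/NaCl/CaCl2 buffer, pH 7.8; signal: FP measurement; incubation: 10 min plus 3 h, room temperature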
DDE Tn6 FP inh: disrupts Tn6 cyclic peptide binding to fibrin D-Dimer-E complex; P02675; inhibition, % at 8.3 µM; Fibrin DD(E) TRITC-Tn6 fluorescence polarization displacement; AID 720509; 0.21% of 370,000 active;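 active = inhibition above a per-campaign cutoff: mean of compounds within control limits plus 3 SD, cut at about 15% in these data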;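 also: 0% = median of all compound wells on the plate and 100% = blocking peptide control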
ARFGAP1 inhibitor: rat ARFGAP1 inhibition; Q62848; Arfgap1-stimulated ARF1 GTP hydrolysis, GDP FP detection; inhibition, % at 16.5 µM; 0.26% of 360,000 active;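 active = inhibition above a per-plate limit, mean inhibition of low control wells plus 3 SD, cut at about 25% in these data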;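 also: 0% = DMSO wells with enzyme and 100% = wells lacking Arfgap1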
Target sequence (Q62848 1-136 limits assumed): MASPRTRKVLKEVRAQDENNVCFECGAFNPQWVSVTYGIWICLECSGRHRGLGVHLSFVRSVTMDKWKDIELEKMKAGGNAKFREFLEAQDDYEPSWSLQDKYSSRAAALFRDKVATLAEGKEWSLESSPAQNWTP
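Repeats: one replicate per compound; assay system: rat Arfgap1 catalytic domain, aa 1-136; times: enzyme reaction 120 min at 25 °C after 20 min preincubation; detection: FP of antibody-bound GDP Alexa 633 tracer, ex 620/em 688 nm; benchmarks: high control wells lacking Arfgap1, low control full reaction with DMSO; reagent: human ARF1(Δ1-17)-GTP substrate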
PLC-beta3 inh: inhibitors of human phospholipase C beta3; Q01970; Purified PLC-beta3, fluorogenic substrate, fluorescence; inhibition, % at 12.2 µM; 0.18% of 370,000 active; AID 720704; in the data active = inhibition above about 11%;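 also: 0% = median of compound wells on plate and 100% = full blocker control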
proKLK7 act: activates the human kallikrein-7 zymogen; purified proKLK7, EDANS-DABCYL substrate fluorescence; 100% is mature enzyme control, 0% vehicle; P49862; activation, % at 7 µM; 0.9% of 370,000 active;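 active = activation above the mean of all tested compounds plus 3 SD, computed per campaign excluding outliers beyond control limits, cut at about 13% in these data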
Target sequence (P49862 whole entry, looked up): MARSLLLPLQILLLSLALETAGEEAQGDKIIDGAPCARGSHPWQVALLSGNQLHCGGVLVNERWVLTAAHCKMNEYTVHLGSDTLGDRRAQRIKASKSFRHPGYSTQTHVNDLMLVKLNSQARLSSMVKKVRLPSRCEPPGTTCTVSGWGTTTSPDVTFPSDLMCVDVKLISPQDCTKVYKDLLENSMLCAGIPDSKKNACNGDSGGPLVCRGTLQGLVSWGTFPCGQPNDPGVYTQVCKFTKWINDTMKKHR
MBD2 inh: inhibitors of human MBD2 binding to methylated oligonucleotide. Q9UBB5. TR-FRET. inhibition, % at 4.4 µM. 0.31% of 370,000 active. AID 686964; in the data active = inhibition above about 13%
ADAM17 inh: ADAM17 inhibition, QFRET primary screen. recombinant ADAM17, EDANS/DABCYL FRET peptide cleavage. 0.83% of 370,000 active. P78536. inhibition, % at 6.95 µM;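 active = inhibition above the mean of compounds lying between control limits plus 3 SD, set per campaign, cut at about 8.5% in these data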;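 also: 0% = DMSO-only wells as the low control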
Target sequence (P78536 215-824 limits assumed): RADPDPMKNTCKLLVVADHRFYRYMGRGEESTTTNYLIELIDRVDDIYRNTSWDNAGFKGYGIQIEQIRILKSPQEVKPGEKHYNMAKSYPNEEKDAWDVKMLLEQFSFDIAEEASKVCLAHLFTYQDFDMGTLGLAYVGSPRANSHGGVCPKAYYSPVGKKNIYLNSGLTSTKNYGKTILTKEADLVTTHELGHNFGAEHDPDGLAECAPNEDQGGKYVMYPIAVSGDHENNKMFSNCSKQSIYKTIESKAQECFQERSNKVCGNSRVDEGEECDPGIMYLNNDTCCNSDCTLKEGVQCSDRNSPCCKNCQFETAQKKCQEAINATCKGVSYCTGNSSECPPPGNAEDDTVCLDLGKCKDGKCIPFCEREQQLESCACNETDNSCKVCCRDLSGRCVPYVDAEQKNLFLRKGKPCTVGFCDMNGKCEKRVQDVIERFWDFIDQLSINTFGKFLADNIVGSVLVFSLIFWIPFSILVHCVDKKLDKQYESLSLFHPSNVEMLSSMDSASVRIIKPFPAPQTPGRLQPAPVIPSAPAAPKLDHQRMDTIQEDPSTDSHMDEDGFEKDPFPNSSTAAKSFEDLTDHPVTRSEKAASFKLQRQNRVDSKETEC
PLC-gamma1 inh: inhibitors of human phospholipase C gamma1; AID 720700; P19174; 0.84% of 370,000 active; purified PLC-gamma1, fluorogenic substrate, fluorescence; inhibition, % at 12.2 µM; in the data active = inhibition above about 9.5%
UHRF1 binding: UHRF1 methyl-DNA binding inhibition. UHRF1 binding to methylated oligo, TR-FRET. inhibition, % at 4.4 µM. 0.75% of 370,000 active. AID 687016; in the data active = inhibition above about 21%;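 also: UHRF1 SRA domain binding a hemimethylated CpG hairpin DNA probe; 0% = median of test compound wells and 100% = reference inhibitor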
Active calls of the source: *.

SMILES	ASAP1 inh	Tn7 DDE FP	DDE Tn6 FP inh	ARFGAP1 inhibitor	PLC-beta3 inh	proKLK7 act	MBD2 inh	ADAM17 inh	PLC-gamma1 inh	UHRF1 binding
CC(C)NC(=O)CSc1ccccc1C(=O)N1CCN(S(=O)(=O)Cc2ccccc2)CC1	8	-7	2	1	-2	0.1	0	1	11*	4
CS(=O)(=O)N1CCN(c2ccc(C(=O)N3CCOCC3)cc2[N+](=O)[O-])CC1	-8	2	6	-8	2	0.4	-8	1	1	-1
CCc1ccc(NC(=O)COc2ccc(Br)cn2)cc1	-3	3	-8	0	-2	-0.1	1	-3	-1	-2
CCc1nc(SCC(=O)Nc2ccc(F)cc2F)c2c(=O)n(C)c(=O)n(C)c2n1	-3	-7	-1	7	-1	0.0	-1	0	2	0
Cc1ncc(S(=O)(=O)c2ccccc2)c(-c2ccccc2Cl)n1	8	4	-2	6	-3	-0.1	6	-1	1	2
O=C(CSc1nnc(Nc2ccccc2)s1)Nc1cccnc1Cl	3	-6	4	8	4	-0.2	5	8.7*	4	9
COc1cc(OC)cc(C(=O)N[C@H](C(=O)OCC(N)=O)C(C)C)c1	1	2	2	-5	2	-0.4	0	-3	0	2
CCOc1ccc2nc(NC(=O)c3ccco3)sc2c1	1	-7	-10	2	-122	0.6	2	1	-82	0
CCOC(=O)C1CCN(C(=S)Nc2ccc(C)cc2)CC1	7	4	-3	-3	4	-0.2	2	1	-3	-1
N#Cc1c(NC(=O)c2ccccc2)sc2c1CCCCC2	7	7	-5	7	-15	-0.4	2	-8	-13	2
CCOC1=C2[C@@H](CN(S(=O)(=O)c3ccccc3C)[C@H]2c2ccc(Cl)cc2)[C@H]2C(=O)N(C3CCCCC3)C(=O)[C@H]2C1	-16	-4	3	6	-57	-2.0	1	4	-44	9
COc1ccccc1-c1nnc(NC(=O)C(C)Sc2nncn2C)s1 (stereo unspecified)	-1	-2	2	-4	2	-0.2	2	0	-1	2
Cc1ccc(N2CCN(CC3CC=CCC3)CC2)cc1 (stereo unspecified)	-2	-2	-3	13	-3	0.1	2	-2	0	8
O=C(COC(=O)/C=C/c1ccc(OC(F)F)cc1)NC1CCCC1	-1	-1	-6	-2	-8	-0.3	4	-4	1	5
Cc1cc(C)c(N2C(=O)CCCC2=O)c(Cl)c1	12	7	-3	-7	-7	-0.2	2	-3	2	0
O=C(CCC(=O)Nc1ccc(Oc2ccccc2)cc1)NCCO	-3	2	7	9	4	-0.6	2	-3	0	2
CN(C)CCSc1nnc(-c2ccccc2)o1	6	7	5	0	-1	-0.2	-6	-5	-1	-1
CCN(C#N)c1nc(NC(C)C)nc(NC(C)(C)C)n1	-6	-4	0	-7	-4	0.0	-2	1	-2	-3
Cc1ccc2nc(NC(=O)CN3C(=O)NC4(CCCCC4)C3=O)sc2c1	9	-10	1	15	0	0.9	0	4	12*	2
COC(=O)c1cc2c(c3c4cc(OC)ccc4n(C(=O)c4ccccc4)c13)C(=O)N(C1CCCCC1)C2	2	-8	1	3	-70	-0.8	-4	-15	-49	-2

Whole records, quoted from the list. Values in the order: ASAP1 inh, Tn7 DDE FP, DDE Tn6 FP inh, ARFGAP1 inhibitor, PLC-beta3 inh, proKLK7 act, MBD2 inh, ADAM17 inh, PLC-gamma1 inh, UHRF1 binding
Results for O=C(COC(=O)/C=C/c1ccc(OC(F)F)cc1)NC1CCCC1 → -1, -1, -6, -2, -8, -0.3, 4, -4, 1, 5
Results for CCN(C#N)c1nc(NC(C)C)nc(NC(C)(C)C)n1 → -6, -4, 0, -7, -4, 0.0, -2, 1, -2, -3

Continuation.
SMILES	ASAP1 inh	Tn7 DDE FP	DDE Tn6 FP inh	ARFGAP1 inhibitor	PLC-beta3 inh	proKLK7 act	MBD2 inh	ADAM17 inh	PLC-gamma1 inh	UHRF1 binding
CC(=O)NNc1cc(C)nc(N)n1	-14	-1	-2	3	5	-0.2	-1	-4	1	3
Nc1nnc(SCc2cc3c(cc2Cl)OCO3)s1	8	6	-7	11	1	0.1	2	-2	1	1
O=C(COC(=O)CNS(=O)(=O)c1ccc2ccccc2c1)Nc1ccc2c(c1)OCO2	14	-4	-2	0	-4	-0.1	4	2	-4	13
O=P(CCc1ccccc1)(c1ccccc1)c1ccccc1	5	-9	0	15	1	0.0	4	-5	4	1
COc1ccc(OC)c(NC(=O)CS(=O)(=O)Cc2ccccc2)c1	-13	-4	2	9	-7	0.1	2	-4	-1	-3
COC(CC(=O)NNC(=S)Nc1ccccc1)OC	-5	2	0	-5	1	0.1	-7	-4	4	-1
CC(C)C[C@@H](CN1CCC[C@@H]1CN1C(=O)C(=O)NC[C@@H]1Cc1ccccc1)N1C[C@H](Cc2ccc(O)cc2)N(CCc2ccccc2)C(=O)C1=O	9	-3	-3	-2	2	-0.1	-1	-3	1	19
CC(C)(C)N(CC#CCC(O)(c1ccccc1)c1ccccc1)CCO	7	6	2	-5	-7	0.1	6	0	-1	18
Cn1c(-c2ccccc2)cnc1SCC(=O)N1CCCCC1	10	-9	3	4	7	0.7	0	2	4	3
O=C(NCC(O)c1ccc([N+](=O)[O-])cc1)Nc1ccccc1 (stereo unspecified)	1	-4	-6	9	-1	0.1	-1	0	1	-2
O=C(NCCc1ccccc1)c1ccccc1NC(=O)C1CCCO1 (stereo unspecified)	-12	-6	0	9	1	-0.3	2	0	1	0
CCCn1c(SCC(=O)NC2CCCc3ccccc32)n[nH]c1=O (stereo unspecified)	-3	8	2	7	-1	0.1	2	-3	-4	-1
CC(=O)NC(CC(=O)N(C)Cc1c(F)cccc1Cl)c1ccccc1 (stereo unspecified)	1	0	2	-2	-2	-0.3	-4	-6	0	-1
O=C(Nc1cc(C(F)(F)F)cc(C(F)(F)F)c1)[C@H]1O[C@@H](n2ccc(=O)[nH]c2=O)[C@H](O)[C@@H]1O	-13	-2	3	-9	7	0.0	-5	-2	3	-2
Cn1ncc(Cl)c1C(=O)Nc1ccc2c(c1)OCO2	5	4	-1	-2	-9	-0.1	1	-3	1	-4
Cn1c(=O)[nH]c(=O)c2c1nc(NCCCn1ccnc1)n2Cc1cccc(Br)c1	2	-3	-7	14	4	-0.1	1	-2	2	0
COc1cc2c(cc1OC)CN(C(=S)Nc1ccc(Cl)cc1)CC2	2	7	4	-3	-19	1.8	6	-5	-10	3
O=C(NC1CC1)c1cccc(Nc2ccc(-c3ccc4c(c3)OCCO4)nn2)c1	-6	-2	-3	11	-1	0.0	-4	-2	-6	-2
CN(C)c1ccc(CNC(=O)C2(C)Cc3c(-c4ccc5c(c4)OCO5)ccnc3O2)cc1 (stereo unspecified)	-9	-4	5	9	2	0.3	-4	1	-1	1
O=C(NCCO)c1ccc2nc(-c3ccco3)c(-c3ccco3)nc2c1	1	-4	-17	-7	-41	0.7	9	-10	-24	42*
C=CCOC(=O)C1=C(C)NC(=O)NC1c1ccc(N(C)C)cc1 (stereo unspecified)	5	-3	9	-13	-6	0.2	5	-1	-2	-2
CCOC(=O)CCCNC(=O)CN1C(=O)NC(CCc2ccccc2)C1=O (stereo unspecified)	3	-15	-4	-5	4	0.1	4	0	-2	3
O=C1CC(N2CCN(S(=O)(=O)c3ccccc3F)CC2)C(=O)N1c1ccccc1F (stereo unspecified)	11	-7	5	3	-1	0.0	1	1	-2	0
CC(=O)Oc1ccc(C(=O)Nn2cnnc2)cc1	3	1	4	10	3	0.9	-7	1	0	-2
Cn1c(CBr)c(C(=O)c2ccc([N+](=O)[O-])cc2)c(=O)n(C)c1=O	15	3	-8	9	-5	0.3	9	-2	-1	5
COc1ccc(N(CC(=O)N2CCOCC2)S(C)(=O)=O)cc1	-1	2	-1	-17	-1	-0.6	3	-2	0	6
Cc1ccc(CNS(=O)(=O)c2cccc3nsnc23)cc1	-6	-3	-3	11	-1	0.3	-3	0	2	0
Cc1ccc(Nc2nc(C(=O)NCCCN3CCOCC3)cs2)cc1	6	-6	-5	-3	7	-0.5	-2	2	6	7
O=C(Cn1cnc2c(oc3nc4c(cc32)CCCC4)c1=O)Nc1ccccc1	-4	2	0	-3	-17	0.0	-4	-8	-4	2
CN(c1ccc(C(=O)NCc2ccccn2)cc1)S(=O)(=O)c1ccc(Cl)cc1	-6	3	-1	1	-7	0.3	-5	-2	5	0

Marked active in UHRF1 binding, among the entries above:
SMILES	ASAP1 inh	Tn7 DDE FP	DDE Tn6 FP inh	ARFGAP1 inhibitor	PLC-beta3 inh	proKLK7 act	MBD2 inh	ADAM17 inh	PLC-gamma1 inh	UHRF1 binding
O=C(NCCO)c1ccc2nc(-c3ccco3)c(-c3ccco3)nc2c1	1	-4	-17	-7	-41	0.7	9	-10	-24	42*

Carrying on:
SMILES	ASAP1 inh	Tn7 DDE FP	DDE Tn6 FP inh	ARFGAP1 inhibitor	PLC-beta3 inh	proKLK7 act	MBD2 inh	ADAM17 inh	PLC-gamma1 inh	UHRF1 binding
O=C(COc1ccc(Cl)cc1)NNC(=O)C(=O)N1CCCCC1	-1	3	6	-2	2	0.6	8	2	1	2
CCN(CC)C(=O)c1sc(NC(=O)c2cccc([N+](=O)[O-])c2)c(C#N)c1C	6	-3	-3	-5	1	0.2	2	3	-1	1
COc1ccc([N+](=O)[O-])cc1NCc1ccco1	6	-7	-6	6	-8	-0.2	-6	1	-1	0
O=C(c1cc2c(ccc3ccccc32)oc1=O)N1CCN(CCO)CC1	0	2	5	-2	-367	26*	-2	-322	-292	-7
Cc1ccccc1SCC(=O)NCC(c1ccc(F)cc1)N1CCOCC1 (stereo unspecified)	6	-5	-1	15	-9	0.3	-1	-2	0	0
COc1ccc(NC(=O)CSc2ccc(-c3ccco3)nn2)c(OC)c1	6	1	-3	10	-6	-0.5	-7	2	-3	-5
O=C(NCCc1ccccn1)C1CC(=O)N(Cc2ccccc2Cl)C1 (stereo unspecified)	-13	9	1	-6	0	0.4	0	-1	0	0
COc1ccc(-c2csc(Nc3ccccc3)n2)cc1	0	5	-5	13	-3	0.4	-1	0	0	0
COc1ccc(C(=O)NCC(=O)NC2=NCCS2)cc1	-4	4	-3	1	0	-0.5	3	-4	2	3
CC(C)c1ccccc1N1CC(C(=O)O)CC1=O (stereo unspecified)	-10	-6	-5	10	-5	-0.4	-5	1	1	2
O=C(CCNC(=O)C1CCN(S(=O)(=O)c2ccccc2)CC1)NCc1ccccn1	10	-1	4	4	-4	-0.5	0	-4	2	-1
COc1cc(OC)cc(C(=O)N2CCN(C(=O)c3cccs3)CC2)c1	2	3	3	4	-5	0.2	6	-3	1	6
O=c1oc(-c2ccccc2F)nc2c1cnn2-c1ccccc1	5	4	-2	6	1	0.1	0	-2	-1	-4
CC1(C(=O)NS(=O)(=O)c2ccc(Cl)cc2)CCN1C(=O)C1(c2ccc(Cl)cc2)CC1 (stereo unspecified)	1	5	5	-8	-15	-0.3	2	-2	-5	-1
Cc1ccc(S(=O)(=O)N(C)C)cc1NC(=O)COC(=O)CCC1CCCC1	6	2	-1	4	1	-0.5	1	-1	3	0

High-throughput results deposited in PubChem by The Scripps Research Institute Molecular Screening Center.
